ATG4B inh – blocks human ATG4B protease cleavage of LC3 substrate | 0.51% of 340,000 active | inhibition, % at 8.33 µM | ATG4B cleavage of LC3-PLA2, NBD-HPC fluorescence, 1 h | Q9Y4P1; in the data active = inhibition above about 40%
Target sequence (Q9Y4P1 whole entry, looked up): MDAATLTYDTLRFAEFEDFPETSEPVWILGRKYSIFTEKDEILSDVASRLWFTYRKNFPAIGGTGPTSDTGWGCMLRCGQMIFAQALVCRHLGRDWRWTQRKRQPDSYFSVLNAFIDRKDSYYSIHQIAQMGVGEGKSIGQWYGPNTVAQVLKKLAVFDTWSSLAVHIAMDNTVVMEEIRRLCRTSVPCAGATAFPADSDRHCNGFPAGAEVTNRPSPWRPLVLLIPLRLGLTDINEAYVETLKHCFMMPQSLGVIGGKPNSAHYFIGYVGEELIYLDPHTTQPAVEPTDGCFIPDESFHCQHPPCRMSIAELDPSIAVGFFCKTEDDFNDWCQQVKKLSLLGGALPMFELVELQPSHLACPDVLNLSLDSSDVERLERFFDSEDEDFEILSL
PfGluPho inh – PfG6PD (Plasmodium falciparum) enzyme inhibition; 0.78% of 350,000 active; PfGluPho enzyme, NADPH resazurin-diaphorase fluorescence; AID 504690; inhibition, % at 20 µM;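 active = inhibition reaching at least a set limit at 20 µM in the primary screen, cut at about 59% in these data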;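 note: 0% = DMSO wells with substrate and 100% = DMSO wells lacking glucose-6-phosphate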
mIAP inh – mouse IAP inhibition | purified mouse IAP, CDP-Star luminescence, 30 min | inhibition, % at 10 µM | 0.2% of 330,000 active | AID 2806;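 active = inhibition of at least 40% at 10 µM in the primary screen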;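 note: plate controls were DMSO with enzyme for no effect and no enzyme wells for full effect; values of inactives mirror those of a sister screen read the other way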
A3A deaminase – human APOBEC3A DNA deaminase inhibition. AID 493011. 0.41% of 330,000 active. P31941. recombinant A3A, FAM/TAMRA ssDNA deamination fluorescence. inhibition, % at 20 µM;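 active = at least 40% inhibition at 20 µM here, with at most 30% in a related deaminase screen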;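 note: plate controls were A3A with DMSO for no effect and wells lacking A3A enzyme for full effect; some results filed as inactive read as strong as hits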
hIAP activ – human IAP activation; P09923; purified human IAP, CDP-Star luminescence, 30 min; hits give high values; 1 = vehicle-only enzyme, 0 = enzyme-free background; activation factor at 10 µM; 0.16% of 330,000 active; AID 2524;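 active = activation factor of the enzyme at least 2-fold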; note: the source names both 10 and 20 µM as test concentration; values of inactives mirror those of a sister screen read the other way
Target sequence (P09923 whole entry, looked up): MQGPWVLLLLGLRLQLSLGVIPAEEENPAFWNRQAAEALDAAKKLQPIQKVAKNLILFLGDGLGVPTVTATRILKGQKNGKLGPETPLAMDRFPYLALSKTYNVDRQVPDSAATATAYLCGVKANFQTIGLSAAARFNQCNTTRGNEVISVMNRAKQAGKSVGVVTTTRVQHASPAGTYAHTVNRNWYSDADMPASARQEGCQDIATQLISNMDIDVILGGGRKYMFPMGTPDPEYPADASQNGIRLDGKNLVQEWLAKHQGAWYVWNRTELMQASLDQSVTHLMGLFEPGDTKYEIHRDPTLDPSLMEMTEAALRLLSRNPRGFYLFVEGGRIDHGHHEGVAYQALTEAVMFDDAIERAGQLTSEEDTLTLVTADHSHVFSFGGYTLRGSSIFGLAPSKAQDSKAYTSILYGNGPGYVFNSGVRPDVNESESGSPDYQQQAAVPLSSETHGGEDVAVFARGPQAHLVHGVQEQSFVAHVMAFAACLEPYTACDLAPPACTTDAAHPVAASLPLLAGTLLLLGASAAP
mIAP act – mouse IAP activation; AID 2805; muIAP, CDP-Star luminescence, 30 min; hits give high values; 1 = vehicle-only enzyme signal, 0 = enzyme-free wells; activation factor at 10 µM; 0.24% of 330,000 active;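 active = activation factor of at least 2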; note: the source names both 10 and 20 µM as test concentration; values of inactives mirror those of a sister screen read the other way
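System: mouse IAP enzyme. Reagent: CDP-Star chemiluminescent phosphatase substrate. Benchmarks: DMSO wells, no-enzyme wells. Times: 30 min enzyme-substrate-compound incubation at room temperature. Detection: luminescence from enzymatic CDP-Star hydrolysis. Doses: test compounds delivered from DMSO solution.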
hIAP block – human IAP inhibition | purified IAP, CDP-Star luminescence, 30 min | P09923 | 0.12% of 330,000 active | inhibition, % at 10 µM;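 active = inhibition reaching a set limit with compound at 10 µM in the primary screen, cut at about 35% in these data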;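 note: plate controls were DMSO wells with enzyme for no effect and no-enzyme buffer wells for full effect; values of inactives mirror those of a sister screen read the other way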
HKDC1 inhibitor – HKDC1 (human) hexokinase inhibition. Q2TB90. recombinant HKDC1, G6PDH/diaphorase resazurin coupled fluorescence. inhibition, % at 20 µM. 0.16% of 340,000 active;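 active = inhibition above about 35% when tested at 20 µM, limit read from the data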;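 note: plate controls were DMSO wells with enzyme for no effect and DMSO wells lacking enzyme for full effect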
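System: Recombinant HKDC1 hexokinase | Amount: HKDC1 at 5 µg/mL | Reagent: Glucose with 1 mM ATP | Doses: Single 20 µM dose | Incubation: Reaction time 90 min, room temperature, protected from light | Signal: Coupled resazurin fluorescence, excitation 525 nm, emission 613 nm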
An asterisk follows results filed as active; nt = no result given.

ATG4B inh	PfGluPho inh	mIAP inh	A3A deaminase	hIAP activ	mIAP act	hIAP block	HKDC1 inhibitor	Structure
-15	18	9	-1	1.1	0.91	-15	6	CCCN(CCC)S(=O)(=O)c1ccc(C(=O)NCc2n[nH]c(=S)n2-c2ccc(Cl)c(Cl)c2)cc1
-6	-1	-17	-3	1	1.2	-1	-2	COc1ccc(-c2csc(NC(=O)Cc3cc(OC)c(OC)c(OC)c3)n2)cc1OC
17	1	-22	-11	1.1	1.2	-6	-10	Cc1cccc(NC(=S)NC2CCCCCC2)c1C
2	-14	-10	-4	1.2	1.1	-24	0	CCOC(=O)N1CCC(NC(=O)C2=CCN(S(=O)(=O)c3ccc(OC)cc3)CC2)CC1
2	-1	-9	1	0.98	1.1	2	-7	O=C(Nc1ccc(Cl)cc1)N1CCCN(Cc2ccc(F)cc2)C1
2	6	-6	1	1.1	1.1	-5	-13	CC(C)C(NC(=O)c1c(F)cccc1F)C(=O)NCC(c1ccccc1)N(C)C (stereo not given)
-12	-1	8	-3	1.4	0.92	-40	-5	COc1ccc(C2C(C#N)=C(N)Oc3n[nH]c(-c4ccccn4)c32)c(OC)c1OC (stereo not given)
-2	-17	-1	1	0.91	1	9	-4	CCOc1ccc(C(=O)NCC(C)C)cc1
-18	6	6	0	1	0.94	-1	-14	O=[N+]([O-])c1ccc(N2CCN(CC(O)COc3ccccc3)CC2)cc1 (stereo not given)
5	-7	2	0	0.85	0.98	15	-3	N#Cc1cc2c(nc1SCc1ccc(Cl)nc1)CCCCC2
0	12	14	-2	0.99	0.86	1	-6	O=c1[nH]c(CN2CCN(c3ccc([N+](=O)[O-])cc3)CC2)nc2ccsc12
-4	14	11	-2	0.81	0.89	19	-2	O=S(=O)(Nc1ccccc1Br)c1cccs1
0	7	-12	-3	0.89	1.1	11	4	Cc1ccn2c(NC3CCCCC3)c(-c3cccc(-c4cccc(Cl)c4)c3)nc2c1
13	4	2	-3	1	0.97	-2	-4	Cc1cccc(C)c1NC(=O)c1ccc(CN2CCc3ccccc3C2)cc1
-11	3	2	-5	0.81	0.98	19	-3	O=C(Nc1ccc(F)cc1)c1cccc2c1C(=O)N(CC1CCCO1)C2 (stereo not given)
0	11	-4	0	0.85	1	15	-4	COc1ccc(C(=O)Nc2ccc(-c3nnn(CC(=O)N4CCN(C(=O)c5ccco5)CC4)n3)cc2)cc1
3	10	-1	81	0.94	1	6	-8	CSC(=Nc1ccc(Cl)cc1)N[n+]1ccccc1
5	1	-5	-6	1.1	1	-14	5	Cc1c(C(=O)NC2CCN(Cc3ccccc3)C2)oc2c(Cl)cccc12 (stereo not given)
1	-4	-3	2	1	1	-1	7	CCn1c2ccccc2c2cc(NC(=O)COC(=O)c3ccc(O)cc3)ccc21
2	-22	6	-8	0.87	0.94	13	2	O=C(CN1C(=O)c2ccccc2C1=O)N1CCN(c2ccccn2)CC1
-9	-3	-9	0	0.84	1.1	16	2	CC(=O)O/N=C(\N)c1ccc(-c2csnn2)cc1
-9	1	3	4	0.81	0.97	19	-4	Cc1sc2nc(-c3cccnc3)nc(Cl)c2c1-c1ccccc1
3	68*	-3	0	1	1	0	0	CCn1c(SCC(=O)Nc2ccc(C)cc2)nnc1-c1cnccn1
18	-14	4	-2	0.87	0.96	13	1	Cc1ccc(CNC(=O)c2nccnc2C(=O)O)cc1
22	15	-2	-2	0.83	1	17	4	O=C(O)c1cccc(N/N=C(\N=Nc2ccccc2)c2ccccc2)c1
2	-13	0	-1	0.94	1	6	-5	COc1ccc(C(=O)Cc2cnn(-c3ccccc3)c2)c(O)c1
1	27	-8	-3	1.2	1.1	-18	-1	Cc1[nH]c(=S)c(C#N)c(-c2ccccc2)c1C(=O)Nc1ccccc1
-14	103*	10	-2	1.1	0.9	-6	1	O=C(Nc1nnc(S(=O)(=O)N2CCOCC2)s1)c1cccc(Br)c1
0	45	-6	-1	1.2	1.1	-15	-3	Cc1cccc(-[n+]2c(-c3cccc(Br)c3)[nH]c3nc4ccccc4nc32)c1
1	-6	-3	0	1.1	1	-12	-5	COC(=O)c1nccnc1C(=O)Nc1ccccc1N1CCOCC1

Six structures already listed, sorted by heavy-atom count, low to high:
ATG4B inh	PfGluPho inh	mIAP inh	A3A deaminase	hIAP activ	mIAP act	hIAP block	HKDC1 inhibitor	Structure
5	-7	2	0	0.85	0.98	15	-3	N#Cc1cc2c(nc1SCc1ccc(Cl)nc1)CCCCC2
-14	103*	10	-2	1.1	0.9	-6	1	O=C(Nc1nnc(S(=O)(=O)N2CCOCC2)s1)c1cccc(Br)c1
0	12	14	-2	0.99	0.86	1	-6	O=c1[nH]c(CN2CCN(c3ccc([N+](=O)[O-])cc3)CC2)nc2ccsc12
13	4	2	-3	1	0.97	-2	-4	Cc1cccc(C)c1NC(=O)c1ccc(CN2CCc3ccccc3C2)cc1
2	-14	-10	-4	1.2	1.1	-24	0	CCOC(=O)N1CCC(NC(=O)C2=CCN(S(=O)(=O)c3ccc(OC)cc3)CC2)CC1
-15	18	9	-1	1.1	0.91	-15	6	CCCN(CCC)S(=O)(=O)c1ccc(C(=O)NCc2n[nH]c(=S)n2-c2ccc(Cl)c(Cl)c2)cc1

(cont.)
ATG4B inh	PfGluPho inh	mIAP inh	A3A deaminase	hIAP activ	mIAP act	hIAP block	HKDC1 inhibitor	Structure
-4	-11	4	-1	1.1	0.96	-9	0	CCC1CCCCN1C(=O)CCS(=O)(=O)c1ccccc1 (stereo not given)
0	18	-8	-9	0.92	1.1	8	3	COc1ccc(NC(=S)NC23CN4CN(CN(C4)C2)C3)c(OC)c1
-9	-15	1	-1	1.1	0.99	-13	-10	Cc1ccc(NC(=O)CCN2C(=O)CSC2=O)c(C)c1
-12	8	-5	-7	1.2	1.1	-16	10	COc1ccc2ccc(OC)c(/C=N/n3cnnc3)c2c1
45*	-12	-148	-8	1.1	2.5*	-6	5	S=C(NCCSCc1c(Cl)cccc1Cl)Nc1ccccc1
-12	5	-1	2	1.1	1	-6	3	C=CCn1c(N)cc(=O)nc1SCC(=O)Nc1ccccc1
-7	-5	1	1	1.1	0.99	-13	1	CCNC(=O)c1ccc(NC(=O)CC2SC(N3CCCCC3)=NC2=O)cc1 (stereo not given)
-2	5	6	-2	0.76	0.94	24	-4	Cc1c(/C=C(\C#N)c2nn(-c3ccccc3)c(N)c2C#N)c2ccccc2n1Cc1ccc(F)cc1
2	28	-3	9	0.87	1	13	-4	O=C(Nc1cc2c3c(c1)CC(=O)N3CCC2)c1ccc(Cl)cc1
-1	-22	-18	0	1	1.2	0	-1	COc1cccc(NC(=S)NCc2cccs2)c1
-1	-13	9	4	nt	0.91	nt	6	CCOC(=O)CC[C@H](NC(=O)Cn1cnc(C(=O)Nc2ccc(C)c(C)c2)n1)C(=O)OCC
22	0	6	0	0.87	0.94	13	1	CN(C)C(CNc1ccc(C(N)=O)cc1[N+](=O)[O-])c1ccccc1 (stereo not given)
-6	-11	-16	0	0.9	1.2	10	-4	CCOc1ccc(C(C)NC(=O)c2ccc3c(c2)NC(=O)C(C)S3)cc1OCC (stereo not given)
-8	-1	-12	2	0.95	1.1	5	-12	Cc1ccc(-c2nc(CN3CCCCC3CCN3CCCC3=O)c(C)o2)o1 (stereo not given)
4	2	-4	0	1	1	-1	-8	O=C(NCC1CCCO1)c1cccnc1Nc1ccccc1F (stereo not given)
-14	9	6	-1	1.1	0.94	-5	0	CCC(Sc1nc2n[nH]c(C)c2c(=N)n1-c1cccc(Cl)c1)C(=O)NCCOC (stereo not given)
8	-6	-3	-3	0.86	1	14	4	O=C(Nc1ccccc1N1CCCCC1)c1cccc(OC(F)F)c1
1	-13	-8	0	1	1.1	0	1	CC(=O)Nc1nc2c(C)cc(NC(=O)C3CCCCC3)cc2s1
-3	3	0	-1	1.2	1	-16	-6	CCN(CC)Cc1c(C(=O)N/N=C/c2ccncc2)nnn1-c1nonc1N
2	-5	4	-4	0.96	0.96	4	-6	O/N=C(\c1ccccc1)C(O)c1ccccc1 (stereo not given)
-3	-5	13	-1	1.1	0.87	-9	-6	O=C(O)c1cn(Cc2ccccc2)nc1-c1cccnc1
1	-2	9	1	0.96	0.91	4	-7	CCOC(=O)c1cccc(NC(=O)CSc2nc3ccccc3c(=O)n2CC)c1
-4	21	10	3	0.98	0.9	2	10	Cc1cc(NC(=O)CSc2ccc3ccccc3c2)no1
2	-1	-18	-5	1.1	1.2	-14	-3	COc1ccc(CN2CC(=O)N(c3cccc(Cl)c3)C2=S)cc1OC
-4	1	0	0	1.1	1	-11	-5	Cc1cc(NC(=O)c2cccc(Br)c2)no1
0	-26	-2	-2	1.1	1	-8	-7	COc1ccc(/C=N/NC(=O)c2ccccc2O)cc1COc1ccccn1
2	-8	3	-7	0.84	0.97	16	-2	CC(=O)Nc1cccc(NC(=O)c2ccccc2OCc2c(C)noc2C)c1
0	7	6	-4	0.85	0.94	14	-7	NC(=O)CC(NC(=O)c1ccccc1)c1ccc(NCc2ccccn2)c([N+](=O)[O-])c1 (stereo not given)
-4	5	2	0	1.2	0.98	-16	-4	O=C(Cn1cc([N+](=O)[O-])cn1)Nc1cccnc1
11	-17	6	0	0.82	0.94	18	-3	Cc1cc(C(=O)Nc2nnc(C3CCCCC3)s2)no1
-1	-3	-5	3	0.99	1.1	1	2	COc1ccc(C(C(=O)NC2CCCCC2)N(C(=O)CCl)c2ccc(Cl)cc2)cc1 (stereo not given)
29	-8	-6	0	0.89	1.1	11	-1	CC(C)n1nc(C(=O)NC2CCCCCC2)c2ccccc2c1=O
11	1	-6	-12	1.1	1.1	-6	-9	C(=N\Nc1ccccn1)/c1cccnc1
-9	3	-10	0	1	1.1	-3	-9	COc1ccc(CC(NC(C)=O)C(=O)NC2CCN(C(=O)c3ccc(OC)c(OC)c3)CC2)cc1OC (stereo not given)
1	-14	0	-2	1	1	-2	-4	CCNC(=S)Nc1ccc(NC(=O)c2ccccc2O)cc1
-16	0	-6	-2	1	1.1	-3	-7	Cc1cccc(NC(=O)CCNC(=O)c2ccc(Br)cc2)c1

Assay outcomes: PubChem, Sanford-Burnham Center for Chemical Genomics
